BioA inh – inhibitors of Mycobacterium tuberculosis BioA enzyme; actives 0.096% (n = 360,000); purified M. tuberculosis BioA enzyme, plate reader; inhibition, % at 9.99 µM; in the data active = inhibition above about 40%
Numbers without * were called inactive. Some of the compounds tested; count on the stated rates, not on these rows.

entry | smiles | BioA inh
1 | COc1ccc(NC(=O)Nc2cccc3c2O[C@H](CN(C)C(=O)Nc2cccc4ccccc24)[C@H](C)CN([C@@H](C)CO)C3=O)cc1 | -0.8
2 | Cc1ccc(S(=O)(=O)N[C@H]2CC[C@H](CCNC(=O)C3CCCC3)O[C@@H]2CO)cc1 | 1.7
3 | O=C(C[C@@H]1CC[C@H]2[C@@H](COC[C@@H](O)CN2Cc2ccc(F)cc2)O1)NCc1ccccc1Cl | 2.5
4 | C[C@@H]1CN([C@H](C)CO)C(=O)Cc2cc(NC(=O)Nc3ccc(C(F)(F)F)cc3)ccc2O[C@H]1CN(C)Cc1ccc(C(=O)O)cc1 | 1.6
5 | C[C@@H]1CN([C@H](C)CO)S(=O)(=O)c2ccc(C#Cc3ccccc3)cc2O[C@@H]1CN(C)C(=O)Nc1ccccc1 | -2.3
6 | COCC(=O)N(C)C[C@@H]1Oc2cc(-c3ccccc3F)ccc2S(=O)(=O)N([C@@H](C)CO)C[C@@H]1C | -0.8
7 | O=C(Nc1ccc2c(c1)[C@@H]1C[C@H](CC(=O)N3CCc4ccccc4C3)O[C@H](CO)[C@@H]1O2)NC1CCCC1 | 9.1
8 | C[C@@H]1CN([C@@H](C)CO)C(=O)c2cc(/C=C/c3ccccc3)cnc2O[C@@H]1CN(C)C(=O)CN1CCOCC1 | -1.8
9 | COc1ccc(C#Cc2ccc3c(c2)[C@]2(C(=O)N3)[C@H](c3ccc(OCCO)cc3)N3[C@H](c4ccccc4)[C@H](c4ccccc4)OC(=O)[C@H]3[C@@H]2C(=O)NC[C@H](O)c2ccccc2)cc1 | -0.9
10 | COc1cccc(S(=O)(=O)N[C@H]2CC[C@H](CCn3cc(-c4ccccc4OC)nn3)O[C@H]2CO)c1 | 4.3
11 | CCNC(=O)C[C@H]1C=C[C@H](NC(=O)C2CCOCC2)[C@H](CO)O1 | 3.5
12 | C[C@H](CO)N1C[C@H](C)[C@H](CN(C)C(=O)Nc2ccccc2)Oc2ccc(NS(C)(=O)=O)cc2CC1=O | -3.4
13 | COc1ccc(CN(C)C[C@H]2Oc3c(NS(=O)(=O)c4cccs4)cccc3C(=O)N([C@@H](C)CO)C[C@H]2C)cc1 | 1.2
14 | O=S(=O)(NC[C@@H]1[C@H](c2ccccc2)[C@@H](CO)N1CC1CC1)c1ccccc1 | -1.8
15 | COCc1cn(CC[C@@H]2CC[C@@H](NC(=O)Nc3ccc(C(F)(F)F)cc3)[C@H](CO)O2)nn1 | -2.0
16 | CNC[C@H]1Oc2cc(C#CC(C)(C)O)ccc2S(=O)(=O)N([C@H](C)CO)C[C@@H]1C | -1.1
17 | C[C@H]1CN([C@@H](C)CO)C(=O)c2cc(NC(=O)CCCN(C)C)ccc2O[C@H]1CN(C)C(=O)Nc1ccc(F)cc1 | -1.5
18 | CC(C)NC(=O)N(C)C[C@@H]1OCCCC[C@@H](C)Oc2ccc(NS(=O)(=O)c3cn(C)cn3)cc2C(=O)N([C@H](C)CO)C[C@H]1C | 11
19 | C[C@H]1CN([C@@H](C)CO)C(=O)Cc2cc(NC(=O)CCCN(C)C)ccc2O[C@H]1CN(C)S(=O)(=O)c1ccccc1 | 1.0
20 | C[C@@H]1CN([C@@H](C)CO)C(=O)Cc2cc(NS(=O)(=O)c3ccc(Cl)cc3)ccc2O[C@H]1CN(C)C(=O)Nc1cccc2ccccc12 | -3.3
21 | CN(C)C(=O)c1ccc(-c2ccc3c(c2)[C@@H]2[C@@H](CCN2C(=O)Cc2ccccn2)[C@H](CO)N3C)cc1 | 1.6
22 | COCC(=O)Nc1ccc2c(c1)C(=O)N(C)C[C@H](OC)[C@H](C)CN(CCC(F)(F)F)[C@H](C)CO2 | -1.5
23 | O=C(NCC[C@@H]1CC[C@@H](NC(=O)c2ccncc2)[C@H](CO)O1)Nc1ccc(Cl)cc1 | 5.8
24 | COCC(=O)N1CCCCN2[C@@H](CO)[C@H](c3ccc(-c4ccccc4)cc3)[C@@H]2C1 | -3.6
25 | C[C@H](CO)N1C[C@H](C)[C@H](CN(C)C(=O)Nc2ccc3c(c2)OCO3)OCCCC[C@H](C)Oc2ccc(NC(=O)C3CCCCC3)cc2C1=O | -0.8
26 | C[C@@H]1CN([C@H](C)CO)C(=O)c2cccc(NC(=O)c3ccc(-c4nccs4)cc3)c2O[C@H]1CN(C)Cc1ccc(C(=O)O)cc1 | 0.4
27 | CCCNC(=O)N(C)C[C@@H]1Oc2cc(-c3cncnc3)ccc2S(=O)(=O)N([C@@H](C)CO)C[C@H]1C | -1.8
28 | COCCNC(=O)C[C@@H]1CC[C@@H](NS(=O)(=O)c2ccc(C)cc2)[C@H](CO)O1 | 1.2
29 | CCC(=O)N[C@@H]1CC[C@H](CCn2cc(C3CC3)nn2)O[C@H]1CO | 0.5
30 | O=C(N[C@H]1CC[C@@H](CCn2cc(C3(O)CCCC3)nn2)O[C@H]1CO)c1ccccc1F | -2.2
31 | COc1ccc(NC(=O)Nc2ccc3c(c2)C(=O)N([C@@H](C)CO)C[C@@H](C)[C@@H](CN(C)C(=O)Nc2ccccc2)OCCCC[C@H](C)O3)cc1 | -5.0
32 | CN1C(=O)c2cc(NC(=O)c3cccc(F)c3)ccc2OC[C@H]2O[C@H](CC(=O)N3CCc4ccccc4C3)CC[C@H]21 | 3.8
33 | CCCNC(=O)C[C@H]1CC[C@@H]2[C@@H](COc3ccc(NC(=O)c4cccc(F)c4)cc3C(=O)N2C)O1 | 14
34 | Cc1ccc(S(=O)(=O)Nc2ccc3c(c2)C(=O)N([C@@H](C)CO)C[C@@H](C)[C@H](CN(C)C(=O)Nc2ccc(C(F)(F)F)cc2)O3)cc1 | -0.3
35 | O=C(C[C@@H]1C[C@@H]2c3cc(NC(=O)Nc4ccccc4)ccc3O[C@@H]2[C@@H](CO)O1)NC1CCCC1 | -1.7
36 | O=C(C[C@@H]1CC[C@H]2NC[C@@H](O)COC[C@@H]2O1)NC1Cc2ccccc2C1 | -1.2
37 | O=C(C[C@@H]1CC[C@H](NC(=O)C2CCOCC2)[C@@H](CO)O1)NCC1CCCCC1 | -1.5
38 | C[C@@H]1CN([C@@H](C)CO)C(=O)c2cc(-c3ccncc3)cnc2O[C@H]1CN(C)S(=O)(=O)c1ccc(F)cc1 | 3.2
39 | C[C@@H]1CCCCO[C@@H](CN(C)C(=O)NC2CCCCC2)[C@@H](C)CN([C@@H](C)CO)C(=O)c2cc(NC(=O)CCC(F)(F)F)ccc2O1 | -0.1
40 | Cc1noc(C)c1NC(=O)N(C)C[C@@H]1Oc2c(NC(=O)c3ccncc3)cccc2C(=O)N([C@H](C)CO)C[C@H]1C | -0.4
41 | CCCN1C[C@H](C)[C@H](OC)CN(C)C(=O)c2cc(NC(=O)Nc3c(C)noc3C)ccc2OC[C@H]1C | -0.1
42 | CN1C(=O)c2cc(NC(=O)c3cccs3)ccc2OC[C@@H]2O[C@H](CC(=O)NCC(F)(F)F)CC[C@@H]21 | 2.7
43 | CC(C)CC#Cc1cnc2c(c1)C(=O)N([C@@H](C)CO)C[C@H](C)[C@@H](CN(C)C(=O)Nc1cccc(F)c1)O2 | 3.1
44 | O=C(C[C@H]1C=C[C@H](NS(=O)(=O)c2ccc(F)cc2)[C@@H](CO)O1)NCc1ccc(Cl)c(Cl)c1 | -1.9
45 | COc1ccc(C#Cc2ccc3c(c2)[C@@H]2[C@@H](CCN2C(=O)c2ccncc2)[C@@H](CO)N3C)cc1 | 3.5
46 | C[C@@H]1CN([C@H](C)CO)C(=O)c2cc(C3=CCCCC3)cnc2O[C@H]1CN(C)C(=O)Cc1ccncc1 | -2.2
47 | C[C@@H]1CN([C@H](C)CO)C(=O)Cc2cc(NC(=O)Nc3cccc4ccccc34)ccc2O[C@H]1CN(C)Cc1ccc(C(F)(F)F)cc1 | 0.1
48 | Cc1ccc(S(=O)(=O)Nc2ccc3c(c2)C(=O)N([C@@H](C)CO)C[C@H](C)[C@H](CN(C)S(=O)(=O)c2c(C)noc2C)OCCCC[C@@H](C)O3)cc1 | 1.0
49 | N#C[C@@H]1[C@@H](c2ccc(C#CC3CC3)cc2)[C@@H](CO)N1S(=O)(=O)Cc1ccccc1 | -1.6
50 | CCCNC(=O)N1C[C@@H](C)[C@H](OC)CN(C)C(=O)c2ccc(NC(=O)CC)cc2OC[C@@H]1C | 1.3

New compounds follow.
entry | smiles | BioA inh
51 | COc1ccc(S(=O)(=O)Nc2ccc3c(c2)OC[C@H](C)NC[C@@H](C)[C@H](OC)CN(C)C3=O)cc1 | -6.5
52 | CN(C)Cc1cn(CC[C@@H]2CC[C@@H](NC(=O)Nc3ccccc3F)[C@@H](CO)O2)nn1 | -0.3
53 | CN(C)C(=O)C[C@H]1C[C@H]2c3cc(NC(=O)Nc4ccc(F)cc4)ccc3O[C@H]2[C@@H](CO)O1 | 0.0
54 | O=C(C[C@@H]1C[C@@H]2c3cc(NC(=O)Nc4ccc(C(F)(F)F)cc4)ccc3O[C@@H]2[C@@H](CO)O1)NC1CCCCC1 | -0.4
55 | COc1ccc(NC(=O)N(C)C[C@@H]2Oc3ncc(-c4ccc(C#N)cc4)cc3C(=O)N([C@@H](C)CO)C[C@@H]2C)cc1 | 7.3
56 | O=S(=O)(Cc1ccccc1)N1CCCCN2[C@@H](CO)[C@H](c3ccc(C#Cc4ccccc4)cc3)[C@@H]2C1 | -2.6
57 | CC(C)CC#Cc1cnc2c(c1)C(=O)N([C@H](C)CO)C[C@H](C)[C@@H](CN(C)Cc1ccccc1F)O2 | 3.1
58 | C[C@@H]1CN([C@@H](C)CO)C(=O)c2cc(NC(=O)Nc3ccc(F)cc3)ccc2O[C@@H](C)CCCCO[C@@H]1CN(C)CC1CCCCC1 | -2.5
59 | COc1ccc(S(=O)(=O)Nc2ccc3c(c2)C(=O)N([C@H](C)CO)C[C@H](C)[C@@H](CN(C)C(=O)Cc2ccccc2)OCCCC[C@H](C)O3)cc1 | -1.4
60 | C[C@H](CO)N1C[C@H](C)[C@@H](CN(C)C(=O)Nc2ccc(C(F)(F)F)cc2)OCCCC[C@H](C)Oc2ccc(NC(=O)Nc3ccc4c(c3)OCO4)cc2C1=O | -2.1

Random excerpt: two compounds from above.
entry | smiles | BioA inh
14 | O=S(=O)(NC[C@@H]1[C@H](c2ccccc2)[C@@H](CO)N1CC1CC1)c1ccccc1 | -1.8
12 | C[C@H](CO)N1C[C@H](C)[C@H](CN(C)C(=O)Nc2ccccc2)Oc2ccc(NS(C)(=O)=O)cc2CC1=O | -3.4

(next part)
entry | smiles | BioA inh
61 | COc1ccc(C#Cc2cnc3c(c2)C(=O)N([C@H](C)CO)C[C@@H](C)[C@H](CN(C)C(=O)Nc2cccc(OC)c2)O3)cc1 | -2.1
62 | CC(=O)NC[C@H]1[C@@H](c2ccc(-c3ccccc3F)cc2)[C@@H](CO)N1C(C)=O | 2.1
63 | C[C@@H]1CN([C@H](C)CO)S(=O)(=O)c2ccc(-c3ccncc3)cc2O[C@@H]1CN(C)Cc1ccc(Oc2ccccc2)cc1 | -0.7
64 | C[C@H](CO)N1C[C@H](C)[C@@H](CN(C)Cc2ccc(C(F)(F)F)cc2)Oc2ccc(NC(=O)CCCN(C)C)cc2CC1=O | 2.3
65 | C[C@@H]1CN([C@@H](C)CO)C(=O)c2ccccc2-c2ccccc2CO[C@H]1CN(C)C(=O)Cc1ccccc1 | 0.5
66 | COc1ccccc1S(=O)(=O)N[C@H]1C=C[C@H](CC(=O)N2CCCCC2)O[C@H]1CO | 1.0
67 | Cc1noc(C)c1S(=O)(=O)Nc1ccc2c(c1)CC(=O)N([C@H](C)CO)C[C@H](C)[C@@H](CN(C)C(=O)Nc1ccc(F)cc1)O2 | 0.8
68 | O=C(c1ccc2c(c1)OCO2)N1C[C@@H]2[C@H](c3ccccc31)[C@@H](CO)N2CC1CCCC1 | 2.0
69 | Cc1cc(C(=O)Nc2cccc3c2O[C@@H](CN(C)Cc2ccccc2)[C@@H](C)CN([C@@H](C)CO)C3=O)n(C)n1 | -1.2
70 | C[C@H](CO)N1C[C@H](C)[C@@H](CN(C)Cc2ccc(Oc3ccccc3)cc2)Oc2cc(-c3ccncc3)ccc2S1(=O)=O | -9.1

Four of these compounds in a different format.
2: Cc1ccc(S(=O)(=O)N[C@H]2CC[C@H](CCNC(=O)C3CCCC3)O[C@@H]2CO)cc1
  BioA inh: 1.7
35: O=C(C[C@@H]1C[C@@H]2c3cc(NC(=O)Nc4ccccc4)ccc3O[C@@H]2[C@@H](CO)O1)NC1CCCC1
  BioA inh: -1.7
47: C[C@@H]1CN([C@H](C)CO)C(=O)Cc2cc(NC(=O)Nc3cccc4ccccc34)ccc2O[C@H]1CN(C)Cc1ccc(C(F)(F)F)cc1
  BioA inh: 0.1
41: CCCN1C[C@H](C)[C@H](OC)CN(C)C(=O)c2cc(NC(=O)Nc3c(C)noc3C)ccc2OC[C@H]1C
  BioA inh: -0.1

The listing continues.
entry | smiles | BioA inh
71 | COc1ccc(S(=O)(=O)N[C@@H]2C=C[C@H](CC(=O)N3CCC(Cc4ccccc4)CC3)O[C@@H]2CO)cc1 | 1.4
72 | Cc1ccc(S(=O)(=O)N(C)C[C@@H]2OCCCC[C@H](C)Oc3ccc(NC(=O)Cc4ccccc4)cc3C(=O)N([C@H](C)CO)C[C@@H]2C)cc1 | 0.4
73 | C[C@H]1CN([C@@H](C)CO)C(=O)Cc2cc(NC(=O)C3CCCCC3)ccc2O[C@@H]1CN(C)S(=O)(=O)c1ccc(Cl)cc1 | -1.1
74 | C[C@@H]1CN([C@@H](C)CO)C(=O)Cc2cc(NC(=O)Cc3ccccc3)ccc2O[C@H]1CN(C)S(=O)(=O)c1ccccc1 | 2.2
75 | C[C@H]1CN([C@@H](C)CO)C(=O)c2cccc(NC(=O)Nc3cccc4ccccc34)c2O[C@@H]1CN(C)C(=O)Nc1ccc2c(c1)OCO2 | 0.6
76 | C[C@@H]1CN([C@@H](C)CO)C(=O)c2cc(N(C)C)ccc2O[C@@H](C)CCCCO[C@H]1CN(C)Cc1ccncc1 | -2.5
77 | C[C@@H]1CCCCO[C@H](CN(C)C(=O)Nc2ccc3c(c2)OCO3)[C@H](C)CN([C@@H](C)CO)C(=O)c2cc(NC(=O)c3ccncc3)ccc2O1 | 0.8
78 | O=C(NC1CCCC1)N1CCCCN2[C@H](CO)[C@@H](c3ccc(/C=C/c4ccccc4)cc3)[C@@H]2C1 | -0.5
79 | C[C@@H]1CCCCO[C@@H](CN(C)C(=O)C2CCCCC2)[C@@H](C)CN([C@@H](C)CO)C(=O)c2cc(NC(=O)Nc3cccc4ccccc34)ccc2O1 | -2.0

Bioassay records (PubChem BioAssay)
